UHRF1 binding: blocks human UHRF1 binding to methylated DNA. inhibition, % at 4.4 µM. Q96T88. UHRF1 binding to methylated oligo, TR-FRET. actives 0.75% (n = 370,000); in the data active = inhibition above about 21%;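 note: UHRF1 SRA domain binding a hemimethylated CpG hairpin DNA probe; 0% = median of test compound wells and 100% = reference inhibitor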
Target sequence (Q96T88 whole entry, looked up, the tested form may be a part): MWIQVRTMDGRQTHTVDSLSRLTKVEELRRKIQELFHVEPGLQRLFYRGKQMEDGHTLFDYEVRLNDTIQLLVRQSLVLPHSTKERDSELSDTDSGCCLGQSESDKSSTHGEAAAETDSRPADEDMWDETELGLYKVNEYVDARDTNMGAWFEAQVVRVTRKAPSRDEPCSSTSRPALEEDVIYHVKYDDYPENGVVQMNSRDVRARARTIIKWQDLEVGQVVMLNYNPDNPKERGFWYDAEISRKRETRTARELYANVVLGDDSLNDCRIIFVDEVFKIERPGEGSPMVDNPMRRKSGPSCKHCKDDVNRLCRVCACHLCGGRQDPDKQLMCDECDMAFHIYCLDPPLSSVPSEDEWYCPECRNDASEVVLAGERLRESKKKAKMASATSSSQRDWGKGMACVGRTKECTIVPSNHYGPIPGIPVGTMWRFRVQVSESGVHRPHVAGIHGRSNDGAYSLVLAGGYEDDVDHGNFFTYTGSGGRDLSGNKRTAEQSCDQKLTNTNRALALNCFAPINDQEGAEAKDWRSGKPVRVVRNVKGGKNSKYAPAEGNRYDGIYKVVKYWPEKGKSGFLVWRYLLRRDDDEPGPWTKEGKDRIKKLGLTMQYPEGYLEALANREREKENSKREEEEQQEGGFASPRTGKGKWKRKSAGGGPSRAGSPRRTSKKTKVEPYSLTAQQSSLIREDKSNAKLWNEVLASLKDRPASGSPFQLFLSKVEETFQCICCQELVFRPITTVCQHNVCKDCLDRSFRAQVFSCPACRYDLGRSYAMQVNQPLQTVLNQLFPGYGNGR
Tn6 DDE FP: inhibitors of Tn6 peptide binding to human fibrin DD(E). P02675. Fibrin DD(E) TRITC-Tn6 fluorescence polarization displacement. inhibition, % at 8.3 µM. actives 0.21% (n = 370,000). AID 720509;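 active = inhibition above a per-campaign cutoff: mean of compounds within control limits plus 3 SD, cut at about 15% in these data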;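 note: 0% = median of all compound wells on the plate and 100% = blocking peptide control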
HGIII-sPLA2 inh: Inhibits HGIII-sPLA2 liposome hydrolysis, primary screen | Q9NZ20 | QFRET BODIPY PC-A2 liposome hydrolysis, fluorescence | inhibition, % at 12.2 µM | actives 0.56% (n = 370,000) | AID 743126;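 active = inhibition above mean plus 3 SD of compounds lying within the high and low control bounds, cut at about 19% in these data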;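 note: 0% = median of test compound wells and 100% = no enzyme DMSO wells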
ARFGAP1 inh: inhibits rat ARF GTPase activating protein 1; actives 0.26% (n = 360,000); Arfgap1-stimulated ARF1 GTP hydrolysis, GDP FP detection; inhibition, % at 16.5 µM; Q62848;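 active = inhibition above a per-plate limit, mean inhibition of low control wells plus 3 SD, cut at about 25% in these data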;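 note: 0% = DMSO wells with enzyme and 100% = wells lacking Arfgap1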
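Assay system: Rat Arfgap1 GAP domain (His6, aa 1-136), purified enzyme | Buffer or medium: HEPES 25 mM pH 7.5, NaCl 150 mM, MgCl2, DTT | Schedule: GTP hydrolysis reaction 2 h at 25 °C | Signal: FP of antibody-bound GDP Alexa 633 tracer, ex 620/em 688 nm | Measure: Percent inhibition of Arfgap1-stimulated GTP hydrolysis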
ASAP1 GAP inh: blocks human ASAP1-stimulated Arf1 GTP hydrolysis; actives 0.19% (n = 360,000); inhibition, % at 16.5 µM; GDP FP detection; in the data active = inhibition above about 25%;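 note: 0% = vehicle with enzyme and substrate and 100% = no enzyme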
proKLK7 act: proKLK7 (human) activation, primary screen; actives 0.9% (n = 370,000); purified proKLK7, EDANS-DABCYL substrate fluorescence; 100% is mature enzyme control, 0% vehicle; P49862; activation, % at 7 µM;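 active = activation above the mean of all tested compounds plus 3 SD, computed per campaign excluding outliers beyond control limits, cut at about 13% in these data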
Target sequence (P49862 whole entry, looked up): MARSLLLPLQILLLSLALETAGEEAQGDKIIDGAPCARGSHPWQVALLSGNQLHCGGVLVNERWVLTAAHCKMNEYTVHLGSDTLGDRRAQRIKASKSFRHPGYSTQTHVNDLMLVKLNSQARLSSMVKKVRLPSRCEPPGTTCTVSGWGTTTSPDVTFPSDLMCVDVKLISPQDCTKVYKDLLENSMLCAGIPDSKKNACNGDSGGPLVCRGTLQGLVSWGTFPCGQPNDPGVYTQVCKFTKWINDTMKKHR
PLC-beta3 inh: inhibitors of human phospholipase C beta3 | Q01970 | Purified PLC-beta3, fluorogenic substrate, fluorescence | inhibition, % at 12.2 µM | actives 0.18% (n = 370,000) | AID 720704; in the data active = inhibition above about 11%;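 note: 0% = median of compound wells on plate and 100% = full blocker control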
PLC-gamma1 inh: inhibitors of human phospholipase C gamma1; P19174; purified PLC-gamma1, fluorogenic substrate, fluorescence; inhibition, % at 12.2 µM; actives 0.84% (n = 370,000); AID 720700; in the data active = inhibition above about 9.5%
DDE Tn7 FP inh: DD(E)-Tn7 binding inhibition, primary FP screen. FP displacement of FITC-Tn7 peptide from fibrin DD(E); 0% = median of compound wells per plate. P02675. AID 720508. inhibition, % at 8.3 µM. actives 0.13% (n = 370,000);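 active = inhibition above the mean of compounds falling within the control limits plus 3 SD of them, cut at about 14% in these data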;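 note: 0% = plate median of compound wells and 100% = 10 µM Aha-Tn7 peptide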
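Assay system: Human clot-derived fibrin DD(E) complex | Buffer or medium: Tris/NaCl/CaCl2 buffer, pH 7.8 | Repeats: One replicate per compound | Benchmarks: Aha-Tn7 high control | Measure: % inhibition scaled between sample-field median and high-control FP | Schedule: 10 min plus 3 h, room temperature | Signal: Fluorescence polarization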
NR1D1 modulator: modulates human Rev-erb alpha binding to DNA | actives 0.79% (n = 370,000) | activity, % at 10 µM | P20393 | AID 1259318 | Rev-erbα–FITC-DNA binding, fluorescence polarization, 90 min;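 active = activity above about 14%, limit read from the data; passing the limit was not always enough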;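 note: 0% = DMSO wells with 35 nM protein and 100% = DMSO wells with 750 nM protein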
Active calls of the source: *; i = inactive; / = no result given.

| mol | UHRF1 binding | Tn6 DDE FP | HGIII-sPLA2 inh | ARFGAP1 inh | ASAP1 GAP inh | proKLK7 act | PLC-beta3 inh | PLC-gamma1 inh | DDE Tn7 FP inh | NR1D1 modulator |
| --- | --- | --- | --- | --- | --- | --- | --- | --- | --- | --- |
| CCCN(C(=O)CSc1ncccn1)C1CCS(=O)(=O)C1 (stereo not drawn) | -2 | -3 | 4 | -1 | -14 | -0.1 | -3 | 4 | -1 | 3 |
| CC1CCc2nn(CC(=O)NCc3ccc(F)cc3)cc2C1 (stereo not drawn) | 0 | 1 | 1 | 2 | -19 | 0.3 | 0 | -1 | 8 | 3 |
| COc1ccc(NC(=O)CS(=O)c2ccc(Cl)c(Cl)c2)cc1 (stereo not drawn) | 0 | 1 | -2 | -8 | 6 | 0.5 | -6 | 0 | 2 | 2 |
| Cc1ccc(-c2csc3ncnc(Oc4ccc5c(C)cc(=O)oc5c4)c23)cc1 | 3 | -1 | 3 | -13 | -12 | -1.7 | -31 | -27 | 12 | 2 |
| COc1cc(/C=C(\C#N)C(N)=O)ccc1OCc1c(C)no[n+]1[O-] | 2 | -9 | 0 | -2 | 9 | 0.3 | -8 | 2 | -6 | -6 |
| N#CCSc1nnc(COc2cccc3ccccc23)n1-c1cccc(Cl)c1 | -3 | 3 | -9 | 1 | 10 | -0.3 | 2 | 3 | 1 | 0 |
| O=C(CNC(=O)c1ccco1)N=Nc1c(O)[nH]c2ccc([N+](=O)[O-])cc12 | -14 | -5 | 8 | 2 | -7 | -0.3 | -1 | 1 | 5 | -4 |
| CCCCNC(=O)C1CC(c2ccccc2[N+](=O)[O-])=NO1 (stereo not drawn) | -3 | 2 | 2 | -1 | 9 | -0.9 | 3 | 0 | -8 | -2 |
| O=C(COC(=O)c1cccc2c1C(=O)c1ccccc1C2=O)NC1CCCCC1 | -5 | 0 | -2 | 2 | 14 | 0.7 | -1 | 1 | 4 | 3 |
| O=C(NCc1ccccc1Cl)C1CCN(S(=O)(=O)c2ccc(-n3cnnn3)cc2)CC1 | 2 | -10 | 1 | 11 | 1 | 0.6 | -6 | 3 | -5 | 4 |
| COc1ccc(CN(Cc2ccc(OC)cc2)C(=O)c2cccs2)cc1 | -1 | -5 | -9 | -2 | -1 | -0.5 | -4 | 1 | 3 | -2 |
| CC1Sc2ccc(S(=O)(=O)CCC(=O)NC3CCCCC3C)cc2NC1=O (stereo not drawn) | -1 | 13 | -5 | 8 | -2 | -0.6 | -5 | 1 | 2 | 3 |
| CC(C)C[C@H]1COc2cc(Br)ccc2S(=O)(=O)N1Cc1cccc(Cl)c1 | -5 | 0 | 0 | -23 | -5 | -0.4 | -3 | 4 | -1 | 1 |
| Cc1ncc(CO)c2c1Oc1nc(-c3ccccc3)nc(SCC(=O)N3CCCCC3)c1C2 | 1 | -2 | 5 | 1 | -6 | 0.6 | -7 | 0 | -10 | -10 |
| Cc1cc(C)cc(N(CC(=O)NC2CCCC2)C(=O)CCC(=O)Nc2nccs2)c1 | 1 | 0 | 1 | 5 | 1 | -0.7 | -7 | 0 | -2 | 0 |
| Cc1ccc(SC(C)C(=O)O/N=C(\N)c2ccncc2)cc1 (stereo not drawn) | 5 | -1 | 4 | 2 | 20 | 0.0 | -8 | -1 | 1 | 8 |
| CCOC(=O)Cc1nc(-c2cccc(C(F)(F)F)c2)no1 | 0 | 5 | -19 | 27* | 2 | 0.5 | -1 | 0 | -4 | -2 |
| COC(=O)C1=CN(Cc2cccs2)C=C(C(=O)OC)C1c1cccc(O)c1 | -1 | -2 | -15 | -4 | 5 | 11 | i | -486 | 4 | 0 |
| Cn1cccc1C(=O)OCC(=O)Nc1cccc(S(=O)(=O)N2CCOCC2)c1 | 0 | -6 | -9 | -10 | 0 | -0.4 | 0 | 11* | -9 | 4 |
| Cc1cc(C(O)c2ncc(-c3ccc(Oc4ccccc4)cc3)[nH]2)ccc1F (stereo not drawn) | -2 | 0 | -5 | 14 | -5 | 0.1 | -3 | 2 | -7 | 3 |
| CN(c1ccc(C(=O)N2CCCCCC2)cc1)S(=O)(=O)c1ccc(Cl)cc1 | -3 | -3 | -3 | -7 | 7 | -0.2 | -10 | -3 | -5 | 3 |
| Cc1ccc(NC(=O)c2ccccc2NS(=O)(=O)c2ccc(Cl)s2)cc1S(=O)(=O)N1CCOCC1 | -1 | 1 | -96 | -5 | -3 | -0.1 | -14 | -7 | 0 | 0 |
| COc1cc(OC)c(OC)cc1CN1CCN(C(=O)c2cccc3ccccc23)CC1 | 8 | 3 | 0 | -9 | 2 | -0.6 | -7 | -1 | -2 | 5 |
| CC(OC(=O)C1CCCCC1)C(=O)Nc1ccc(S(N)(=O)=O)cc1 (stereo not drawn) | 0 | -2 | 2 | -2 | -8 | -0.1 | -7 | 4 | -1 | 0 |
| Cn1c(CNC(=O)c2ccco2)nnc1SCC(=O)Nc1cccc(F)c1 | -1 | -3 | -5 | -6 | -11 | -0.6 | -6 | 1 | -5 | -2 |
| COc1cc(CN(C2CC2)S(=O)(=O)c2ccccc2Br)cc(OC)c1 | 0 | 0 | -3 | 5 | -9 | -0.2 | -1 | 0 | 9 | 11 |
| COC(CN(C)C(=O)c1cn(C)c2ccc(S(=O)(=O)N(C)C3CCCCC3)cc2c1=O)OC | -1 | -5 | -7 | 6 | 6 | 0.3 | -2 | 3 | -7 | 0 |
| CCc1cc2c(NCC3CCCO3)nc(C)nc2s1 (stereo not drawn) | 1 | 1 | -2 | -9 | -15 | -0.3 | -17 | -15 | -4 | 0 |
| COc1cc(C)c(C(=O)Oc2cc(C)c(C(=O)O)c(O)c2)c(O)c1 | 3 | -10 | -30 | -3 | 6 | 0.1 | -2 | -1 | -5 | 6 |
| COc1nc(NC(=O)c2ccc(F)cc2)nc(OC)c1-c1ccccc1 | -1 | -1 | 0 | 1 | 11 | -0.1 | -7 | -2 | 3 | 1 |

Ten entries already listed, ordered by molar mass, smallest number first:
| mol | UHRF1 binding | Tn6 DDE FP | HGIII-sPLA2 inh | ARFGAP1 inh | ASAP1 GAP inh | proKLK7 act | PLC-beta3 inh | PLC-gamma1 inh | DDE Tn7 FP inh | NR1D1 modulator |
| --- | --- | --- | --- | --- | --- | --- | --- | --- | --- | --- |
| CCc1cc2c(NCC3CCCO3)nc(C)nc2s1 (stereo not drawn) | 1 | 1 | -2 | -9 | -15 | -0.3 | -17 | -15 | -4 | 0 |
| COc1nc(NC(=O)c2ccc(F)cc2)nc(OC)c1-c1ccccc1 | -1 | -1 | 0 | 1 | 11 | -0.1 | -7 | -2 | 3 | 1 |
| CC(OC(=O)C1CCCCC1)C(=O)Nc1ccc(S(N)(=O)=O)cc1 (stereo not drawn) | 0 | -2 | 2 | -2 | -8 | -0.1 | -7 | 4 | -1 | 0 |
| COc1ccc(CN(Cc2ccc(OC)cc2)C(=O)c2cccs2)cc1 | -1 | -5 | -9 | -2 | -1 | -0.5 | -4 | 1 | 3 | -2 |
| COC(=O)C1=CN(Cc2cccs2)C=C(C(=O)OC)C1c1cccc(O)c1 | -1 | -2 | -15 | -4 | 5 | 11 | i | -486 | 4 | 0 |
| CN(c1ccc(C(=O)N2CCCCCC2)cc1)S(=O)(=O)c1ccc(Cl)cc1 | -3 | -3 | -3 | -7 | 7 | -0.2 | -10 | -3 | -5 | 3 |
| CC1Sc2ccc(S(=O)(=O)CCC(=O)NC3CCCCC3C)cc2NC1=O (stereo not drawn) | -1 | 13 | -5 | 8 | -2 | -0.6 | -5 | 1 | 2 | 3 |
| COc1cc(CN(C2CC2)S(=O)(=O)c2ccccc2Br)cc(OC)c1 | 0 | 0 | -3 | 5 | -9 | -0.2 | -1 | 0 | 9 | 11 |
| Cc1cc(C)cc(N(CC(=O)NC2CCCC2)C(=O)CCC(=O)Nc2nccs2)c1 | 1 | 0 | 1 | 5 | 1 | -0.7 | -7 | 0 | -2 | 0 |
| COC(CN(C)C(=O)c1cn(C)c2ccc(S(=O)(=O)N(C)C3CCCCC3)cc2c1=O)OC | -1 | -5 | -7 | 6 | 6 | 0.3 | -2 | 3 | -7 | 0 |

Later entries.
Short forms – A = UHRF1 binding; B = Tn6 DDE FP; C = HGIII-sPLA2 inh; D = ARFGAP1 inh; E = ASAP1 GAP inh; F = proKLK7 act; G = PLC-beta3 inh; H = PLC-gamma1 inh; I = DDE Tn7 FP inh; J = NR1D1 modulator
> Cc1ccc(S(=O)(=O)NCCC(=O)O)cc1
  A: 2	B: -1	C: -3	D: -15	E: -2	F: -0.5	G: 4	H: 2	I: 0	J: 3
> O=C(Cn1c(C(F)(F)F)nc2ccccc21)c1ccc(F)cc1
  A: -1	B: 3	C: -5	D: 13	E: 5	F: 0.9	G: 0	H: -3	I: 3	J: -4
> CN1CCN(C(=O)CSc2nc(-c3ccncc3)ccc2C#N)CC1
  A: 1	B: 4	C: 8	D: 1	E: 2	F: 0.0	G: -39	H: -34	I: -2	J: 0
> CN(C)c1ccc(NC(=O)c2cccc(N3C(=O)C4C5C=CC(C5)C4C3=O)c2)cc1 (stereo not drawn)
  A: 0	B: 4	C: 2	D: 1	E: 9	F: 0.8	G: 1	H: 2	I: 5	J: -3
> CC(=O)Oc1ccc(-n2c(=O)c3ccccc3c3ccccc3c2=O)cc1
  A: 0	B: 5	C: 3	D: 3	E: 2	F: -0.7	G: 5	H: 1	I: 8	J: 1
> CN(CC(=O)Nc1ccccc1Cl)C(=O)COC(=O)CSc1ccc(F)cc1
  A: -4	B: -4	C: -2	D: 8	E: -9	F: -0.1	G: -3	H: 2	I: -2	J: 5
> CCCN(CCC)S(=O)(=O)c1ccc(C(=O)Nc2c(C)n(C)n(-c3ccccc3)c2=O)cc1
  A: -1	B: -3	C: -4	D: 0	E: 5	F: -0.4	G: 0	H: 1	I: 3	J: 1
> CCCCC(=O)Nc1ccc(C(=O)Nc2ccc(OC)cc2[N+](=O)[O-])cc1
  A: 0	B: 0	C: 11	D: 1	E: -6	F: -3.6	G: 0	H: 0	I: 6	J: 2
> CC(=O)c1ccc(OC(=O)CCc2nc3ccccc3s2)cc1
  A: -1	B: 4	C: -6	D: 0	E: 5	F: -1.0	G: 0	H: -2	I: 4	J: -3
> O=C(OC12CCCN(C1)/C(=C/c1ccccc1)C2)c1cccc(F)c1 (stereo not drawn)
  A: 1	B: -11	C: -3	D: /	E: /	F: 0.3	G: 1	H: 2	I: -3	J: -4

From PubChem BioAssay
